V-ATPase pHluor: alters yeast V-ATPase proton transport; S. cerevisiae, pHLuorin cytosolic pH fluorescence; 350,000 tested, 0.37% active; response, % at 10 µM; in the data active = response mostly above about 7.3%, no sharp cut-off; inactive = mostly below about 5.4%; also: actives read high; inactives centre near 0; some compounds called inactive have numbers as strong as hits; reference of the scale not given here
SR-BI HDL uptake: blocks mouse SR-BI lipid uptake from DiI-HDL; Q61009; ldlA[mSR-BI] CHO cells, DiI-HDL uptake fluorescence, 3 h; inhibition, % at 12.5 µM; 320,000 tested, 0.96% active; AID 488896;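 active = mean replicate inhibition of at least 70% and a set share of replicates each scoring 70 or more; inconclusive = meets just one of the two criteria; inactive = fails both criteria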;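 also: 0% = median of neutral control wells and 100% = median of positive control wells; values of inactives mirror those of a sister screen read the other way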
Target sequence (Q61009 whole entry, looked up): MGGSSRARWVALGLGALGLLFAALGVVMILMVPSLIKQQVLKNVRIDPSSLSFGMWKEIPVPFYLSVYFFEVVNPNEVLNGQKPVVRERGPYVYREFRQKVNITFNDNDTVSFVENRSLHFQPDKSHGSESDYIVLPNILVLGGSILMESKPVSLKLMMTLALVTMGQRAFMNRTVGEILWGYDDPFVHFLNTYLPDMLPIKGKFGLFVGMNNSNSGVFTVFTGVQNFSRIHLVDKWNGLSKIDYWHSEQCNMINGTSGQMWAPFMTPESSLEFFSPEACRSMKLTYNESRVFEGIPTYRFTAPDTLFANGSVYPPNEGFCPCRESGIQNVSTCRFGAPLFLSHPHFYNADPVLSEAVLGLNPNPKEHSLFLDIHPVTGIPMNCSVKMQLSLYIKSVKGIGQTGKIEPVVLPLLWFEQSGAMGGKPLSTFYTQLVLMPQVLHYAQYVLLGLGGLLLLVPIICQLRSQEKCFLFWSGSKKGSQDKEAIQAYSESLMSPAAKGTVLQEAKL
HTR5A ag ctr: activates human HTR5A in OPRM1-OPRD1 agonist counter-screen | P47898 | HTR5A agonist assay, luminescence, cell-based | activation, % at 9.3 µM | 340,000 tested, 0.61% active | AID 504692; in the data active = activation mostly above about 9.5%, no sharp cut-off; inactive = mostly below about 7.6%;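 also: 0% = cells with vehicle only and 100% = reference agonist; strong numbers were not always called active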
HTR5A inv ctr: inverse agonist of human HTR5A in OPRM1-OPRD1 counter-screen | P47898 | HTR5A cell line, luminescence, inverse agonism | inhibition, % at 9.3 µM | 340,000 tested, 0.083% active | AID 504634; in the data active = inhibition mostly above about 23%, no sharp cut-off; inactive = mostly below about 18%;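 also: 0% = cells with DMSO and 100% = no-cell wells with DMSO; some compounds called inactive have numbers as strong as hits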
PvdQ inh: blocks Pseudomonas aeruginosa PvdQ acylase activity; purified PvdQ acylase, fluorescence plate reader; inhibition, % at 10 µM; 340,000 tested, 0.063% active; AID 488965; in the data active = inhibition above about 30%, passing the limit was not always enough; inconclusive = no clear call, values can overlap the other calls;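 also: 0% = vehicle neutral wells and 100% = reference inhibitor wells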
NSD2 HMT inh: NSD2 (human) methyltransferase inhibition; NSD2 peptide methylation, AlphaScreen, 120 min; inhibition, % at 12.5 µM; 310,000 tested, 0.54% active; AID 743445; in the data active = inhibition above about 50%
MITF TRPM1 HTS: MITF TRPM1 promoter activation in melanoma cells | SK-MEL-5 TRPM1-promoter luciferase, 24 h; % of positive control, neutral wells = 0 | activation, % at 12.5 µM | 300,000 tested, 0.75% active;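 active = mean activation of at least 80% with every replicate also reaching 80%; inconclusive = mean reaches 80% but some replicate falls short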;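 also: 0% = neutral control wells and 100% = parthenolide positive control wells; values of inactives mirror those of a sister screen read the other way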
CDK5 p35 inh: CDK5/p35 (human) kinase inhibition | Recombinant CDK5/p35, ADP-Glo luminescence, 60 min | 330,000 tested, 0.01% active | inhibition, % at 10 µM | Q00535+Q15078;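 active = highest replicate inhibition of at least 50% and at least 75% of replicates reaching 50%; inconclusive = only one of the two criteria met; inactive = both criteria failed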;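 also: plate controls were DMSO neutral control for no effect and GW8510 at 10 µM for full effect; many of its hits are not listed in these tables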
dFosB activator: enhances mouse delta FosB homodimer DNA binding | 340,000 tested, 0.99% active | activation, % at 25 µM | P13346 | purified delta FosB, TAMRA-CDK5 oligo fluorescence polarization; percent of positive-control signal above neutral wells;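 active = mean activation above about 17%, with every replicate also reaching it, limit read from the data, passing the limit was not always enough; inconclusive = only one of the two conditions met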;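 also: fluorescence polarization rise as delta FosB binds a TAMRA Cdk5 AP-1 oligo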
Target sequence (P13346 whole entry, looked up): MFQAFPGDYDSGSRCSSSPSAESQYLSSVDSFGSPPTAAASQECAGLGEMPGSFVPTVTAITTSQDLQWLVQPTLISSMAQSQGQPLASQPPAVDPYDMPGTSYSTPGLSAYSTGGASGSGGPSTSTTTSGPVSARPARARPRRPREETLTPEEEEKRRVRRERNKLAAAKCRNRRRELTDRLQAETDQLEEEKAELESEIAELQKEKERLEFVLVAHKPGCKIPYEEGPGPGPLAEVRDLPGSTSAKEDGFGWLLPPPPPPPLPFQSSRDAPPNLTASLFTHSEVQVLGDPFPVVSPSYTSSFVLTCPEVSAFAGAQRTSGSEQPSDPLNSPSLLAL
Wnt act: Wnt/beta-catenin pathway activation | Wnt/beta-catenin reporter cell assay, activator, plate reader | activation, % at 9.35 µM | 300,000 tested, 1.2% active | AID 743398; in the data active = activation above about 30%, passing the limit was not always enough; inconclusive = no clear call, values can overlap the other calls;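 also: 0% = neutral control wells and 100% = positive control wells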
The depositor's hits bear a star; ? = inconclusive; . = not tested or not shown.

Values run as follows: V-ATPase pHluor, SR-BI HDL uptake, HTR5A ag ctr, HTR5A inv ctr, PvdQ inh, NSD2 HMT inh, MITF TRPM1 HTS, CDK5 p35 inh, dFosB activator, Wnt act
- CC1CCCCN1CC(=O)Nc1sccc1C#N (centres undefined)
 : 2, -7, -4, 0, 0, 19, ., -0.8, 2, .
- COc1cccc(-c2nc3ccccc3s2)c1O
 : -3, 13, -3, 7, -16, -2, 18, -0.7, 7, ?
- CC(=O)NC(C)c1cc(F)c2cccnc2c1O (centres undefined)
 : 4, -27, 3, -2, -12, ., -7, 0.6, 5, 4
- CC(=O)Nc1ccc(S(=O)(=O)N2CCCC2C(=O)O)cc1 (centres undefined)
 : -2, -12, -2, 5, -13, 0, 8, -2.4, -2, .
- C#CCOCCOCCOCCNc1nc(N2CCN(C(=O)Cn3cc(CC(C)O)nn3)CC2)nc(N2CCN(C(=O)[C@H](CCCCN)n3cc(CCCC)nn3)CC2)n1 (some centres undefined)
 : 5, 5, 5, 12, -10, ., -2, 0.6, -14, -3
- NC(=O)c1c(NC(=O)c2ccccc2)sc2c1CCCC2
 : -3, 66, -2, 7, -3, -3, 76, -0.2, 3, 1
- O=[N+]([O-])c1cccc2ccc(/C=C/c3ccc(C(F)(F)F)cc3)nc12
 : -1, 10, -3, -17, -6, 6, 2, -0.3, -5, 4
- Cc1cc(C(=O)N/N=C/c2ccc(OC(=O)c3ccccc3Br)cc2)n[nH]1
 : 0, 53, 2, -4, 5, -4, -1, 0.0, 2, 3
- COc1ccc(/C=C(\NC(=O)c2ccccc2)C(=O)NCc2ccco2)cc1
 : 2, ., -2, 7, -4, -3, -8, 0.9, -4, -1
- Cc1cc(NC(=O)/C=C/c2ccccc2Cl)no1
 : 0, -15, 8, -29, 8, -3, 26, -1.7, 8, .
- CCCn1c(SCC(=O)c2ccc3c(c2)OCCO3)n[nH]c1=O
 : -4, -30, -1, 8, -17, 1, 8, -1.5, -4, 5
- Cc1cc(NC(=O)c2cnn3c(C(F)(F)F)cc(-c4ccccc4)nc23)no1
 : 1, 45, 7, -17, 4, 6, 5, 1.5, 0, 0
- S=c1[nH]nc(C2CCCCC2)n1/N=C/c1ccco1
 : 2, -16, -2, 14, -5, 1, -2, 2.9, 1, .
- Cc1nn(Cc2ccccc2Cl)c(C)c1C(=O)Nc1nnc(C2CC2)s1
 : 6, -1, 2, 25, -12, 2, 4, -1.0, -12, -20
- O=C(COC(=O)c1cc(S(=O)(=O)N2CCOCC2)ccc1O)Nc1ccc2c(c1)OCO2
 : 2, -8, -5, 12, -9, 2, -11, 1.7, -3, -1
- O=C(Cn1[nH]c(=O)c2ccccc2c1=O)OCC(=O)N(Cc1ccccc1)Cc1ccccc1
 : -2, ., -3, 8, -5, 1, -11, 0.5, -17, -1
- CC1(C)N=C(c2cccc(F)c2)C(=O)N1
 : 20*, 0, -3, 5, 14, -6, 5, 0.4, 2, -1
- CNC(=O)N1c2ccccc2CCc2ccccc21
 : 1, -3, 4, -13, -11, -4, -10, -0.5, -6, -2
- Cc1ccc(OCCSc2nc3ccccc3n2CCC(=O)O)cc1
 : 2, -18, -2, 8, 10, -3, ., 0.9, -2, -1
- Cc1ncc([N+](=O)[O-])n1S(=O)(=O)c1cc(Cl)ccc1Cl
 : 0, 4, -3, -4, -4, -5, -15, 0.2, 3, 1

Further compounds.
Compound,V-ATPase pHluor,SR-BI HDL uptake,HTR5A ag ctr,HTR5A inv ctr,PvdQ inh,NSD2 HMT inh,MITF TRPM1 HTS,CDK5 p35 inh,dFosB activator,Wnt act
CC(=O)c1cc(C#N)c(NCc2ccccc2)nc1C,-2,52,-1,3,4,5,21,2.7,-4,-4
CN(Cc1ccccc1)C(=O)c1ccc(NC(=O)Cc2cccc(NC(=O)C3CCN(C(=O)C4CCCC4)CC3)c2)cc1,-1,49,1,-15,-8,.,8,0.0,-12,-5
Cc1ccc(CN2CCN(Cc3cnn(-c4ccc(Cl)cc4)c3)CC2CCO)o1 (centres undefined),2,-13,-6,18,0,.,0,0.5,-9,-1
O=C(NCc1ccco1)c1ccc(CS(=O)Cc2ccc(Cl)cc2)o1 (centres undefined),4,7,2,15,-12,.,-4,1.7,-1,-1
CC1=C(C(=O)OC(C)C)C(c2ccncc2)n2ncnc2N1 (centres undefined),0,.,3,1,-17,-2,-13,1.6,-9,.
O=c1c([N+](=O)[O-])cccn1Cc1cccc(Br)c1,0,-5,-3,10,-13,6,1,0.0,6,1
Cc1c(C(=O)Nc2nc3ccccc3[nH]2)oc2ccccc12,1,2,11*,6,-16,1,18,-5.2,12,20
CCCCOc1ccc(C(=O)NCC(=O)NCCOc2ccccc2)cc1,-1,-18,-2,4,-5,-18,11,0.6,-3,4
CCCCNC(=O)CCC(=O)N1CCN(C(c2ccccc2)c2ccccc2)CC1,-2,8,-3,12,-12,-2,-6,4.5,-7,-1
COc1ccc(-n2c(-c3ccc(Br)cc3)c[n+]3c2CCc2ccccc2-3)cc1,-6,7,3,22,-8,2,-96,0.8,-14,3
CC(C)(C)c1ccc(OCCOc2ccc(C(C)(C)C)cc2NC=O)c(NC=O)c1,0,5,1,-5,-13,-1,-11,0.6,-21,-3
COc1ccc(C(=O)NC(=S)N2CCCC2)cc1,-2,-18,1,0,-3,-2,-1,0.0,1,4
O=c1cc(N2CCc3ccccc32)[nH]c(=O)n1-c1ccc(Cl)cc1,2,-23,-1,2,-16,.,-6,-0.7,-3,.
Cc1cc(C)c2c3c(oc2n1)C(=O)N(c1cccc(Cl)c1)CC(=O)N3,-5,16,1,19,12,1,.,0.2,-7,0
O=C(O)C1C2C=CC(O2)C1C(=O)NCc1ccc(Cl)cc1 (centres undefined),-7,-10,5,9,1,.,.,0.0,-4,.
CN(C)c1ccc(Nc2nc(N)c([N+](=O)[O-])c(N3CCOCC3)n2)cc1,3,8,-3,14,5,23,5,4.6,-1,0
Cc1ccc(NC(=O)c2cccs2)cc1NC(=O)c1cccc(F)c1,1,60,-5,19,-6,-2,.,0.9,-1,-3
Cc1ccccc1OCCC(=O)N(CC(=O)Nc1ccccc1C(F)(F)F)Cc1ccco1,0,-6,5,-14,-3,25,0,0.0,0,-4
O=[N+]([O-])c1ccc(-n2nncc2-c2ccccc2)cc1,0,12,2,-6,-15,0,.,-5.0,-2,-1
CC(=O)N1CCc2ccc(N)cc21,-1,12,-2,6,0,1,-5,0.0,5,-2

Records listed above that bear a hit mark in V-ATPase pHluor:
Molecule | V-ATPase pHluor | SR-BI HDL uptake | PvdQ inh | NSD2 HMT inh | MITF TRPM1 HTS | CDK5 p35 inh | dFosB activator | Wnt act
CC1(C)N=C(c2cccc(F)c2)C(=O)N1 | 20* | 0 | 14 | -6 | 5 | 0.4 | 2 | -1

(cont.)
Compound,V-ATPase pHluor,SR-BI HDL uptake,HTR5A ag ctr,HTR5A inv ctr,PvdQ inh,NSD2 HMT inh,MITF TRPM1 HTS,CDK5 p35 inh,dFosB activator,Wnt act
CN1/C(=C\C(=O)CSc2nncn2C)C(C)(C)c2ccccc21,0,6,7,-5,7,-1,-9,2.7,0,.
COc1cccc(SCc2noc(C(=O)NCCCN3CCOCC3)c2C(=O)NCCCN2CCOCC2)c1,1,4,4,-19,-8,.,9,0.9,-5,0
CCc1ccccc1NC(=O)CNC(=O)c1cccc(S(=O)(=O)N2CCN(Cc3ccccc3)CC2)c1,1,23,-3,8,-13,2,2,0.3,-13,-1
C[C@@]12C(=O)N(c3cccc(Cl)c3)C(=O)N1[C@H](c1ccc(Cl)cc1)[C@@H]1C(=O)N(C3CCCCC3)C(=O)[C@@H]12,0,5,4,-31,20,.,4,2.3,0,-4
COc1cccc(NC(=O)CN2C(=O)NC(C)(CC(C)C)C2=O)c1 (centres undefined),5,4,-1,-17,2,-2,-1,-1.2,-2,-2
Cc1cccc2nc(CSc3nnc4ccccn34)cn12,0,-20,5,-13,-7,-1,.,2.3,-6,.
O=C(Nc1cccc(C(F)(F)F)c1)c1cccnc1NCCc1ccccc1,2,9,5,-15,-8,-7,6,1.1,0,.
Cc1ccc(NS(=O)(=O)c2ccc(Br)s2)cc1S(=O)(=O)N1CCOCC1,-3,0,-2,-26,-9,-5,10,0.4,-2,0
CCOc1ccc(S(=O)(=O)N2CCC(C(=O)OC(C)C(=O)N3CCOCC3)CC2)cc1 (centres undefined),-1,10,3,8,-9,-1,5,-1.4,-6,1
Cc1ccc(/C=N/N=C2/NC(=O)C(CC(=O)N3CCOCC3)S2)cc1 (centres undefined),4,.,3,6,-5,.,0,-1.0,-4,2
COCCCn1c(=O)c2ccccc2c2ccccc2c1=O,3,1,6,-6,-7,-2,10,-2.0,-11,-5
Cc1nc(SCC(=O)c2ccccc2)c([N+](=O)[O-])[nH]1,8,-12,-3,16,-10,-2,-12,-0.3,0,.
Cc1ccc(NS(=O)(=O)c2ccc(NC(=O)c3cccc(NC(=O)C(C)C)c3)cc2)cc1,0,35,1,-29,-6,4,-9,0.7,2,.
CN1CCN(C(=O)CCc2nc3ccccc3n2-c2ccccc2)CC1,-1,-5,0,-29,3,5,2,-0.3,-9,-2
O=C(Nc1nccs1)C1CCN(S(=O)(=O)c2ccc(F)cc2)CC1,3,-16,-3,1,-24,2,0,-0.7,3,1
COc1cccc(C(=O)c2c[nH]c(C(=O)NCc3cccs3)c2)c1,-3,38,-1,10,-8,-1,.,-3.9,-3,.
O=C(O)C1C2C=CC(C2)C1C(=O)Nc1cccc(Cl)c1 (centres undefined),1,-1,-1,4,-10,-2,4,-0.7,2,2
O=C(COc1ccc(Br)cc1CNCCCN1CCOCC1)Nc1ccccc1,-3,-24,-2,15,-4,-1,5,0.6,6,1
COc1ccccc1C(CNC(=O)c1ccc(OCc2c(C)noc2C)cc1)N1CCCC1 (centres undefined),5,57,7,-18,6,1,14,-0.1,-6,-1

Three entries drawn at random from the list so far, as already listed:
Compound,V-ATPase pHluor,SR-BI HDL uptake,HTR5A ag ctr,HTR5A inv ctr,PvdQ inh,NSD2 HMT inh,MITF TRPM1 HTS,CDK5 p35 inh,dFosB activator,Wnt act
O=C(Nc1nccs1)C1CCN(S(=O)(=O)c2ccc(F)cc2)CC1,3,-16,-3,1,-24,2,0,-0.7,3,1
CC(=O)NC(C)c1cc(F)c2cccnc2c1O (centres undefined),4,-27,3,-2,-12,.,-7,0.6,5,4
CC1=C(C(=O)OC(C)C)C(c2ccncc2)n2ncnc2N1 (centres undefined),0,.,3,1,-17,-2,-13,1.6,-9,.

Source: PubChem BioAssay (several laboratories)

Hits appear at their usual frequency; any-hit rate near 5%.
